# RAD54 branch: inhibitors of human RAD54 branch migration | RAD54 Holliday junction branch migration, FAM/BHQ fluorescence | inhibition, % at 10.4 µM | 360,000 tested, 0.14% active | AID 602329;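 active means mean normalized replicate activity at least 40 and at least half of replicates scoring 40 or more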;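 further: 0% = median of neutral control wells and 100% = median of positive control wells; inhibitors cause a drop in the FAM fluorescence signal; in these data hits start at about 50%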
# Target sequence (Q92698 whole entry, looked up): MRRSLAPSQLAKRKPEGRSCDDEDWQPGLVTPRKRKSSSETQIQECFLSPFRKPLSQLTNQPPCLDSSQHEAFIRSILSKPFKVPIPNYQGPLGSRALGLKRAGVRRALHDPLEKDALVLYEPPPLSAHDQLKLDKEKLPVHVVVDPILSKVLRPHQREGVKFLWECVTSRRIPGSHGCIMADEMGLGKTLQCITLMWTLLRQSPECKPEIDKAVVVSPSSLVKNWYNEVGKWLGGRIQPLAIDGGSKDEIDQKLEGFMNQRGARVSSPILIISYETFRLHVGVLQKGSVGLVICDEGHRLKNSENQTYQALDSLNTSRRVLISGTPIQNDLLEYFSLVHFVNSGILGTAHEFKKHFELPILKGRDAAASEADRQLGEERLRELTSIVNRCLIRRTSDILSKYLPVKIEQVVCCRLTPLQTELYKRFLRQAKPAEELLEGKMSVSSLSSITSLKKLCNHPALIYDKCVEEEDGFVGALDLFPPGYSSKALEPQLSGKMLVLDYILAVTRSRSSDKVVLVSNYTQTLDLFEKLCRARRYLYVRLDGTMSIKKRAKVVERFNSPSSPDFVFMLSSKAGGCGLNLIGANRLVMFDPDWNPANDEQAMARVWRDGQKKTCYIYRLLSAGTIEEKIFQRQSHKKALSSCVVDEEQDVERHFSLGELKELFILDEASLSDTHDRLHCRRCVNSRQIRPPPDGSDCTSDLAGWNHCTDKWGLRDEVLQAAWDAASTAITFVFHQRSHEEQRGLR
# RAD52 inh: inhibitors of human RAD52 DNA annealing; P43351; recombinant RAD52 DNA annealing, FRET fluorescence; 360,000 tested, 0.46% active; inhibition, % at 18.7 µM; AID 651710;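 active means every replicate showing at least 50% inhibition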
# E-selectin induc: induces E-selectin expression in human endothelial cells; P16581; 260,000 tested, 0.37% active; activation, % at 7.58 µM; HUVEC E-selectin immunofluorescence imaging; normalized: neutral wells 0, TNF-alpha wells 100;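 active means mean E-selectin-positive cell signal at least 10% of the positive control, reached in at least 60% of replicates, without over 20% cell loss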;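 further: in these data hits start at about 27%; measured in HUVEC primary endothelial cells; signal is the percent of cells scored E-selectin positive by PE staining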
#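 System: HUVEC, human umbilical vein endothelial cells; quantity: 3,000 cells/well; buffer or medium: EGM-2 medium, gelatin-coated wells; dosing: single-point compound dose; detection: immunofluorescence imaging; evaluation: % PE-positive cells; benchmarks: TNF-alpha, DMSO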
# ERp5 inh: inhibitors of human ERp5 | Q15084 | ERp5 insulin aggregation, absorbance 650 nm, 90 min | inhibition, % at 9.99 µM | 350,000 tested, 0.05% active;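 active means mean replicate inhibition above about 25%, with every replicate also reaching it, limit read from the data, passing the limit was not always enough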
# ERAP1 inh: inhibitors of human ERAP1 aminopeptidase; Q9NZ08; 340,000 tested, 0.15% active; recombinant ERAP1, Leu-AMC fluorescence, 60 min; inhibition, % at 10.7 µM; AID 652197;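 active means mean replicate inhibition of at least 30%, or all replicates individually reaching that 30% level; inactive means mean below 30% and not every replicate reaching it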;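 further: 0% = neutral control wells and 100% = L-leucinethiol positive control wells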
# Xi reactivation: reactivates the inactive X chromosome in mouse fibroblasts | AID 743238 | XiGFP mouse fibroblasts, % GFP-positive cells imaging, 3 d; cells co-treated with 5-aza-dC sensitizer; scaled so ellipticine positive control = 100% | 360,000 tested, 0.055% active | activation, % at 7.58 µM;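 active means mean normalized replicate activation at least 10% and every replicate at or above 10%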;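 further: 0% = median of on-plate neutral control wells and 100% = ellipticine 6 µM median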
#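 System: 68-5-11 XiGFP fibroblast line; Timing: 3 days compound exposure; Compound dosing: one concentration, pinned; Benchmarks: positive control ellipticine, 6 µM final; Buffer or medium: DMEM containing 5-aza-dC.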
# S100A4 inh HTS: blocks human S100A4 binding to myosin IIA peptide; P26447; S100A4/TAMRA-MyoIIA peptide fluorescence polarization; inhibition, % at 10.7 µM; 360,000 tested, 0.14% active;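 active means mean inhibition of at least 70% across replicates, with every replicate also reaching that level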
# Target sequence (P26447 whole entry, looked up): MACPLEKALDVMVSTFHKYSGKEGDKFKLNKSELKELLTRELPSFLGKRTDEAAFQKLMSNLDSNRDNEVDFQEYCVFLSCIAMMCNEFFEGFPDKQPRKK
#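 Material: S100A4 monomer protein / Buffer or medium: 50 mM HEPES pH 7.2, 10 mM CaCl2, 100 mM KCl / Times: 5 min incubation before reading / Benchmarks: neutral control DMSO, positive control TFP / Reagent: labelled myosin peptide probe, 5 nM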
# esBAF inh: inhibitors of esBAF chromatin remodeling in mouse ES cells; Bmi1-luciferase knock-in reporter, 24 h; 100% = twice the neutral-well signal; reporter increase, % at 12.5 µM; 350,000 tested, 2% active; AID 602393; in the data active means activation above about 40%;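 further: 0% = median of the plate's neutral control wells and 100% = double that signal; a rise in the Bmi1 reporter signal indicates esBAF inhibition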
# An asterisk follows results filed as active; . = no result given.
SMILES,RAD54 branch,RAD52 inh,E-selectin induc,ERp5 inh,ERAP1 inh,Xi reactivation,S100A4 inh HTS,esBAF inh
CC(=O)c1cccc(NC(=O)COC(=O)c2cccc(N3C(=O)c4ccccc4C3=O)c2)c1,4,-25,.,4,0,0.0,-3,.
Cc1ccc(S(=O)(=O)/C=C2\OCc3ccccc32)cc1,.,-29,0.2,-4,1,0.1,-2,.
COc1ccc(CN(C)C[C@H]2Oc3ccc(NC(=O)Nc4ccc(C(F)(F)F)cc4)cc3C(=O)N([C@@H](C)CO)C[C@@H]2C)cc1,4,7,-0.1,0,-1,0.0,-2,-1
CS(=O)(=O)N(CC(=O)NCCSc1ccccn1)c1ccc(F)cc1,.,11,.,4,1,0.0,2,.
O=S(=O)(NCCc1nc2ccccc2[nH]1)c1ccccc1,4,-47,.,11,6,-0.1,1,-3
C/C(=N\NC(=O)COc1ccc([N+](=O)[O-])cc1)c1ccco1,-3,-10,.,-7,-1,-0.1,-2,5
Cc1ccc(CN2[C@@H](Cc3ccccc3)C(=O)CS2(=O)=O)cc1,-13,-85,0.6,5,3,-0.2,-2,5
CCCCn1nc2cc(C(=O)NCc3ccc(OC(F)(F)F)cc3)ccc2c1OC,0,-9,-0.6,5,-5,0.3,-2,-6
Cc1ccc(S(=O)(=O)Nc2ccc3c(c2)C(=O)N([C@@H](C)CO)C[C@H](C)[C@@H](CN(C)Cc2ccncc2)O3)cc1,10,2,-0.1,-1,1,0.4,-7,-3
Nc1c(C(=O)N2CCCCCC2)oc2ccccc12,5,-20,.,0,-2,-0.1,-14,19
COc1ccc(OC)c(/C=N/NC(=O)CNC(=O)c2ccc(S(=O)(=O)N3CCOCC3)cc2)c1,.,-14,.,2,6,0.0,1,.
CCOC(=O)C1Cc2c([nH]c3ccccc23)C(C)N1 (configuration not stated),8,-15,.,4,11,.,-7,4
N#C[C@@H]1[C@@H](c2ccccc2-c2cccc(F)c2)[C@H](CO)N1C(=O)C1CCCCC1,.,-5,-0.1,6,0,0.1,-7,.
CC(=O)Nc1ccc(NC(=O)CSc2nnc(-c3cccs3)n2C)cc1,-7,-5,.,2,0,0.1,-3,-7
C[C@H](CO)N1C[C@H](C)[C@@H](CN(C)CC2CC2)Oc2cc(-c3ccccc3)ccc2S1(=O)=O,3,-12,1.2,8,1,-0.2,-11,5
CN=C(C)/C(C(=O)OC)=C(/O)c1c(F)cccc1F,.,-10,.,1,.,0.0,1,.
O=C(NCC(=O)N(Cc1cccs1)C(C(=O)NC1CCCC1)c1ccncc1)c1ccco1 (configuration not stated),-9,-14,.,-3,2,.,3,5
CCN(CC(=O)Nc1ccc(OC)cc1)C(=O)c1ccc2ccccc2c1,-7,-4,-0.3,0,4,0.1,0,6
CC(=O)Nc1ccc(-c2csc(NC(=O)CC(NC(C)=O)c3ccccc3)n2)cc1 (configuration not stated),-9,-7,0.3,1,-2,0.4,3,-1
CCCN1CCN(C(=O)CCn2c(=O)c3cccn3c3cccnc32)CC1,2,7,.,3,-4,0.3,-5,-5
COc1ccc2cc3c(N)nn(C(=O)c4cccc(F)c4)c3nc2c1,.,-11,0.3,5,.,0.1,-1,-6
O=C(O)c1ccccc1C(=O)c1ccc(N2CCOCC2)c([N+](=O)[O-])c1,-2,-13,.,0,5,0.0,-2,-5
C[C@@H]1CN([C@@H](C)CO)C(=O)c2cc(NC(=O)Nc3ccc(F)cc3)ccc2O[C@@H](C)CCCCO[C@@H]1CN(C)Cc1ccc2c(c1)OCO2,-1,-21,0.1,-2,0,-1.2,-2,0
O=C(c1cccc(Oc2ccc([N+](=O)[O-])cc2)c1)N1CCOCC1,-7,-7,-1.2,2,2,0.3,-1,-2
CC(C)(C)c1ccc(C(=O)N2CCC(=O)N(C(COCc3ccccc3)Cc3ccccc3)CC2)cc1 (configuration not stated),-6,.,1.4,.,.,0.1,.,-6
# (next part)
SMILES,RAD54 branch,RAD52 inh,E-selectin induc,ERp5 inh,ERAP1 inh,Xi reactivation,S100A4 inh HTS,esBAF inh
CCOc1ccc(-c2nc(C#N)c(N3CCN(C)CC3)o2)cc1,7,-12,.,-1,-1,.,-2,-4
O=C1CCN(Cc2ccc([N+](=O)[O-])cc2)CCN1[C@H](CO)Cc1ccccc1,-3,-6,-0.2,2,.,0.0,0,-7
CCOc1ccc2nc(N=NC3=C(O)CC(C)(C)CC3=O)sc2c1,.,-18,.,9,3,0.1,31,.
CN(C)c1ccc(CN2CCC(C(N)=O)CC2)cc1,.,5,-0.1,-3,-7,0.0,-1,.
O=C(CNC(=O)c1ccc(Br)o1)Nc1ccncc1,7,-8,.,14,-1,-0.2,4,.
COc1cc(/C=C/C(=O)OCc2csc(CC(=O)Nc3ccc(C)cc3)n2)ccc1OCC#N,9,-16,-1.2,-1,2,0.0,-2,3
O=C(O)COCC(=O)Nc1ccc(-n2cnnn2)cc1,.,-4,-2.1,-1,0,-0.2,-4,.
O=C(CN1C(=O)c2ccccc2S1(=O)=O)NC1CCCCC1,-4,-5,.,4,-5,0.0,-1,-5
CCOC(=O)c1ccc(-n2c(C)nc3c(cnn3-c3ccccc3C)c2=O)cc1,-11,-4,-0.2,0,4,0.0,25,14
C[C@H](CO)N1C[C@H](C)[C@H](CN(C)C)Oc2cc(C#CCC3CCCC3)ccc2S1(=O)=O,-2,-4,0.1,2,5,0.0,2,3
CCOC(=O)C1=C(COC(=O)/C=C/c2cc(OC)c(OC)c(OC)c2)NC(=O)NC1C (configuration not stated),-9,-7,3.5,6,-1,0.2,-3,5
O=C(CC12CC3CC(CC(C3)C1)C2)Nc1nncs1,-2,-19,0.0,-5,-9,-0.1,-9,-4
O=C(NCCN1CCOCC1)c1ccc(CSc2nc3ccncc3n2Cc2ccc(F)cc2)cc1,.,-3,.,-1,-7,0.0,-10,.
COc1ccc(N(C(=O)c2snc(C(N)=O)c2N)C(C(=O)NC2CCCC2)c2ccc(F)cc2)c(OC)c1 (configuration not stated),10,3,-0.2,-1,1,-0.1,-3,3
O=C1NC[C@H](CCCCN2C[C@H](Cc3ccc(O)cc3)N(CCc3ccc(O)cc3)C(=O)C2=O)N(CCc2ccccc2)C1=O,.,-10,.,-3,-1,0.1,-2,.
Cc1ccc(C(=O)c2nc(C(=O)NCCO)nc3ccccc23)cc1,4,-14,0.1,1,-1,-0.1,3,13
COCC#Cc1cnc2c(c1)C(=O)N([C@@H](C)CO)C[C@H](C)[C@H](CN(C)C(C)=O)O2,-6,10,-2.0,6,1,-0.7,0,-2
CC(=O)N1N=C2/C(=C/c3ccccc3)CCCC2C1c1ccccc1 (configuration not stated),.,-9,0.3,-3,2,0.0,2,.
O=C(Nc1oc2ccc(Cl)cc2c(=O)c1-c1ccc(F)cc1)c1ccco1,1,-15,.,4,-4,0.0,1,-2
FC(F)Oc1ccc(-c2c[n+]3c(n2-c2ccccc2)CCCCC3)cc1,.,-10,-0.1,2,.,0.1,-1,.
CCCCCOc1ccc(C(=O)N(Cc2ccco2)C2CCS(=O)(=O)C2)cc1 (configuration not stated),-11,-40,.,-4,0,.,-3,-7
CC(C)c1ccc(S(=O)(=O)N2CCN(C(C)C(=O)N3CCCC3)CC2)cc1 (configuration not stated),-7,-12,-0.2,-1,-2,0.0,0,-1
O=C(CN1C(=O)S/C(=C\c2ccc(O)c([N+](=O)[O-])c2)C1=O)Nc1ccc(N2CCOCC2)cc1,15,-17,2.4,10,-6,0.1,-1,.
COc1ccc(S(=O)(=O)N(C)C[C@H]2Oc3ccc(NS(=O)(=O)c4cccs4)cc3C(=O)N([C@H](C)CO)C[C@H]2C)cc1,-1,-9,-0.4,7,0,0.2,4,2
CCC(=O)N1C[C@H]2[C@@H](c3ccccc31)[C@@H](CO)N2Cc1cc(F)ccc1F,8,-10,0.0,-1,-2,0.2,7,-9
# Further records follow:
SMILES,RAD54 branch,RAD52 inh,E-selectin induc,ERp5 inh,ERAP1 inh,Xi reactivation,S100A4 inh HTS,esBAF inh
N=C1c2ccccc2CN1NC(=O)CC12CC3CC(CC(C3)C1)C2,.,-118,.,-2,0,0.5,-22,.
CC(=O)N[C@H]1CC[C@@H](CCNC(=O)Nc2ccc(C(F)(F)F)cc2)O[C@H]1CO,-4,5,-0.2,-1,-2,0.8,-13,8
Cc1cc(-c2cccc(Br)c2)c(C#N)c(N)n1,.,-14,.,5,0,0.0,-16,.
CCN(CC)C(=O)C(C)OC(=O)COc1ccc(Cl)cc1Cl (configuration not stated),1,-7,.,-8,-7,0.2,-2,-2
CCOc1ccc(NC(=S)Nc2cc(C)[nH]n2)cc1,.,1,3.9,-1,0,0.2,-3,.
COc1ccc(NC(=S)N(CCc2ccc(OC)c(OC)c2)Cc2ccccn2)cc1,-15,-51,4.9,17,-4,-0.1,-5,1
COc1cc(/C=C/C(=O)c2ccc(C)cc2)ccc1OCC#N,.,-5,.,-1,6,0.0,-6,.
COc1ccc2nc(N=NC3=C(O)CC(C)(C)CC3=O)sc2c1,.,0,.,-6,1,0.4,-15,.
C[C@@H]1CN([C@@H](C)CO)C(=O)c2cc(NC(=O)Cc3cn(C)c4ccccc34)ccc2O[C@@H]1CN(C)S(=O)(=O)c1cn(C)cn1,-1,3,.,-4,2,0.4,7,0
CN(C)c1ccc(CNC(=O)c2cc(S(=O)(=O)N3CCCC3)cn2C)cc1,-1,-16,0.0,-1,3,0.0,-3,9
COc1ccccc1NC(=O)c1ccc2c(c1)nnn2C,1,-7,.,8,-3,0.0,2,9
COc1ccc(NC(=O)N2CCN(c3ccc([N+](=O)[O-])cc3)CC2)cc1OC,.,-3,0.4,1,1,0.3,3,.

# Twelve successive records from above:
SMILES,RAD54 branch,RAD52 inh,E-selectin induc,ERp5 inh,ERAP1 inh,Xi reactivation,S100A4 inh HTS,esBAF inh
O=C(CN1C(=O)S/C(=C\c2ccc(O)c([N+](=O)[O-])c2)C1=O)Nc1ccc(N2CCOCC2)cc1,15,-17,2.4,10,-6,0.1,-1,.
COc1ccc(S(=O)(=O)N(C)C[C@H]2Oc3ccc(NS(=O)(=O)c4cccs4)cc3C(=O)N([C@H](C)CO)C[C@H]2C)cc1,-1,-9,-0.4,7,0,0.2,4,2
CCC(=O)N1C[C@H]2[C@@H](c3ccccc31)[C@@H](CO)N2Cc1cc(F)ccc1F,8,-10,0.0,-1,-2,0.2,7,-9
N=C1c2ccccc2CN1NC(=O)CC12CC3CC(CC(C3)C1)C2,.,-118,.,-2,0,0.5,-22,.
CC(=O)N[C@H]1CC[C@@H](CCNC(=O)Nc2ccc(C(F)(F)F)cc2)O[C@H]1CO,-4,5,-0.2,-1,-2,0.8,-13,8
Cc1cc(-c2cccc(Br)c2)c(C#N)c(N)n1,.,-14,.,5,0,0.0,-16,.
CCN(CC)C(=O)C(C)OC(=O)COc1ccc(Cl)cc1Cl (configuration not stated),1,-7,.,-8,-7,0.2,-2,-2
CCOc1ccc(NC(=S)Nc2cc(C)[nH]n2)cc1,.,1,3.9,-1,0,0.2,-3,.
COc1ccc(NC(=S)N(CCc2ccc(OC)c(OC)c2)Cc2ccccn2)cc1,-15,-51,4.9,17,-4,-0.1,-5,1
COc1cc(/C=C/C(=O)c2ccc(C)cc2)ccc1OCC#N,.,-5,.,-1,6,0.0,-6,.
COc1ccc2nc(N=NC3=C(O)CC(C)(C)CC3=O)sc2c1,.,0,.,-6,1,0.4,-15,.
C[C@@H]1CN([C@@H](C)CO)C(=O)c2cc(NC(=O)Cc3cn(C)c4ccccc34)ccc2O[C@@H]1CN(C)S(=O)(=O)c1cn(C)cn1,-1,3,.,-4,2,0.4,7,0
